Screening data: PubChem, The Scripps Research Institute Molecular Screening Center
GSTO1 inh: counter-screen for RBBP9 inhibitors: inhibitors of human GSTO1; inhibition, % at 5.96 µM; P78417; recombinant GSTO1, activity-based probe fluorescence polarization; AID 1974; 300,000 tested, 1.1% active;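 active = inhibition above the campaign mean inhibition plus 3 SD, cut at about 35% in these data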;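 note: 0% = GSTO1-1 with DMSO and 100% = wells lacking GSTO1-1 enzyme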
Target sequence (P78417 whole entry, looked up): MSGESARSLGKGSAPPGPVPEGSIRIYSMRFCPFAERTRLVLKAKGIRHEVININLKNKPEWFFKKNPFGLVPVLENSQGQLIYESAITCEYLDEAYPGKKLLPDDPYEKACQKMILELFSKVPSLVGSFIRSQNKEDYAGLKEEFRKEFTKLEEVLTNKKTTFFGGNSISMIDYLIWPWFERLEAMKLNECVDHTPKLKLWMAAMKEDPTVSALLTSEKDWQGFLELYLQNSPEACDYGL
PAD4 FP inh: blocks human protein arginine deiminase 4 | recombinant PAD4, RCA probe fluorescence polarization | Q9UM07 | inhibition, % at 6.36 µM | 330,000 tested, 0.41% active | AID 485272;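 active = percent inhibition above a cutoff equal to the mean of all tested compounds plus 3 SD, cut at about 15% in these data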;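 note: 0% = PAD4 with RCA probe and DMSO and 100% = probe without PAD4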
LYPLA1 counter: LYPLA1 (human) inhibition in PME1 counter-screen; O75608; recombinant LYPLA1, FP-Rh probe fluorescence polarization; inhibition, % at 5.9 µM; 320,000 tested, 0.16% active; AID 2174;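 active = inhibition above the mean of all tested compounds plus 3 SD, set per campaign, cut at about 14% in these data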;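 note: inhibitors block serine hydrolase probe labeling of LYPLA1 so polarization falls; 0% = enzyme with DMSO and 100% = wells lacking LYPLA1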
Fam108B counter: Fam108B inhibition, counter-screen for RBBP9 inhibitors; recombinant Fam108B, FP-Rh probe fluorescence polarization; 300,000 tested, 0.33% active; inhibition, % at 9.51 µM;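 active = inhibition above the screen mean inhibition plus 3 SD, computed separately per campaign, cut at about 18% in these data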;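 note: inhibitors lower polarization as less probe binds the enzyme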
PME-1 inh: blocks human protein phosphatase methylesterase 1; Q9Y570; recombinant PME-1, FP-Rh probe fluorescence polarization; inhibition, % at 5.9 µM; 320,000 tested, 0.53% active; AID 2130;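 active = inhibition above the campaign mean of all compounds plus 3 SD, cut at about 26% in these data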;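 note: competitive labeling of PME-1 active site by serine hydrolase directed probe; 0% = PME-1 with DMSO and 100% = wells lacking PME-1 enzyme; inhibitors block probe labeling so polarization falls and inhibition rises; many of its hits are not listed in these tables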
Target sequence (Q9Y570 whole entry, looked up): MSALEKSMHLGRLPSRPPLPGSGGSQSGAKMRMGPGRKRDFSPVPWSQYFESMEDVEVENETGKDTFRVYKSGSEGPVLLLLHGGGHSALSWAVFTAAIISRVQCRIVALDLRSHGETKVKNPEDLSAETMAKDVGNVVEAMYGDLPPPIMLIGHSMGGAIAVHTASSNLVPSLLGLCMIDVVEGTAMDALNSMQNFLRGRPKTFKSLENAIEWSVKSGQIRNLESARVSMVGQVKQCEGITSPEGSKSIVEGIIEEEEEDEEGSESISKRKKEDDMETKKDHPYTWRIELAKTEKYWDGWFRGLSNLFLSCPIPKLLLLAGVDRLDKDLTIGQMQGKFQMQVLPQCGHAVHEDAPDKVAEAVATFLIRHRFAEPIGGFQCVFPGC
PAFAH2 inh: PAFAH2 (human) inhibition. Q99487. recombinant PAFAH2, FP-rhodamine activity probe, fluorescence polarization. inhibition, % at 3.39 µM. 340,000 tested, 0.99% active. AID 492956;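 active = inhibition above the mean over all tested compounds plus 3 SD, cut at about 30% in these data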;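 note: inhibitors block probe labeling of enzyme so polarization drops; 0% = enzyme with DMSO and 100% = wells lacking PAFAH2 protein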
PAFAH1B2 inh: blocks human PAF acetylhydrolase 1b catalytic subunit 2 | recombinant PAFAH1B2, FP-rhodamine activity probe, fluorescence polarization | inhibition, % at 3.39 µM | 340,000 tested, 1.2% active | AID 492953;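 active = inhibition above the mean of all tested compounds plus 3 SD, cut at about 24% in these data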;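 note: 0% = enzyme with DMSO and 100% = wells lacking PAFAH1B2; many of its hits are not listed in these tables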
PAFAH1B3 inh: PAFAH1B3 (human) inhibition; Q15102; recombinant PAFAH1B3, FP-rhodamine probe, fluorescence polarization; inhibition, % at 3.39 µM; 340,000 tested, 0.28% active; AID 492972;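 active = inhibition above the screen-wide average of all tested compounds plus 3 SD, cut at about 25% in these data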;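 note: 0% = enzyme with DMSO only and 100% = wells lacking PAFAH1B3 protein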
pPAFAH FP inh: pPAFAH (human) enzyme inhibition; 330,000 tested, 1.5% active; recombinant pPAFAH, FP-rhodamine probe fluorescence polarization; AID 463082; inhibition, % at 3.39 µM;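 active = inhibition above the mean inhibition across the screen plus 3 SD, cut at about 25% in these data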;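 note: inhibitors block binding of the rhodamine activity-based probe so polarization drops; 0% = enzyme with DMSO and 100% = wells lacking pPAFAH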
Target sequence (Q13093 whole entry, looked up): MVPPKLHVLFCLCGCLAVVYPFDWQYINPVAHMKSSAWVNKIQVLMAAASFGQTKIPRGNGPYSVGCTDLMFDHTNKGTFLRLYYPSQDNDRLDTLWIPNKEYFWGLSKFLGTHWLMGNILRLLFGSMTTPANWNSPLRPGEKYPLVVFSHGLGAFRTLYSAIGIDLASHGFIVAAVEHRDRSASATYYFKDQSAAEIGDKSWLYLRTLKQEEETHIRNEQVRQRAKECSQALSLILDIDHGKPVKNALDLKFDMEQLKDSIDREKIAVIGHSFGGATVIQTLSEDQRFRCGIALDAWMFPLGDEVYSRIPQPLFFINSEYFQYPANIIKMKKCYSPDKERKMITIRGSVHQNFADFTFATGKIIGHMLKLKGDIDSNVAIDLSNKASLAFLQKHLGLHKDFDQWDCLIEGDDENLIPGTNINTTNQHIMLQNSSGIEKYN
* hit, by the source's call; nt = no result given. Not all compounds are listed (hit frequency here may not be typical).

| SMILES | GSTO1 inh | PAD4 FP inh | LYPLA1 counter | Fam108B counter | PME-1 inh | PAFAH2 inh | PAFAH1B2 inh | PAFAH1B3 inh | pPAFAH FP inh |
| --- | --- | --- | --- | --- | --- | --- | --- | --- | --- |
| O=C(NCCCl)Nc1cc([N+](=O)[O-])ccc1Cl | 9 | -3 | -3 | -3 | -3 | 1 | 6 | 10 | -5 |
| COc1cc(CCCN2C(=S)NC[C@@H]2CC2CCCCC2)cc(OC)c1OC | 5 | 11 | 0 | 1 | 0 | 5 | -10 | -7 | 0 |
| Cc1nonc1OCCNCc1c(C(=O)N2CCCCCCC2)nc2ccc(Cl)cn12 | 1 | 3 | 5 | 0 | -2 | -8 | 4 | 1 | 6 |
| Cc1ccc(NC(=O)CN(Cc2ccccc2)S(C)(=O)=O)cc1C | -2 | 3 | -1 | 0 | 0 | -2 | 5 | 6 | -1 |
| CC(=O)Nc1cccc(/C(C)=N/NC(=O)c2ccc(Cl)cc2Cl)c1 | 18 | -4 | -4 | 1 | 4 | -5 | 7 | 1 | -1 |
| Cc1ccc(C(=O)NCCC(=O)N2CCC3(CC2)NCCc2[nH]cnc23)cc1C | -1 | 3 | -1 | 0 | 4 | 5 | 2 | 1 | 4 |
| CCOc1ccc(-c2nnn(CC(=O)c3ccc4c(c3)OCCO4)n2)cc1OCC | -2 | -6 | -4 | -8 | -16 | 3 | 0 | 3 | 3 |
| CCOc1ccccc1C=Nc1ccccc1C(=O)Nc1ccccc1 | 0 | -1 | -1 | 5 | 9 | -3 | -2 | 9 | 5 |
| COc1ccc(N2C(=O)CC(c3ccc([N+](=O)[O-])cc3)C2=O)cc1 (centres undefined) | 6 | -5 | -7 | 0 | -2 | -3 | 4 | 15 | 6 |
| Cc1ccc(C)c(Cn2c(C)nc3c(sc(=S)n3-c3ccccc3)c2=O)c1 | 0 | 3 | 0 | 3 | 4 | -3 | -3 | 5 | 1 |
| CCn1c(Cc2ccccc2)nnc1SCc1nc2ccccc2c(=O)[nH]1 | 1 | 1 | 2 | -4 | -2 | 7 | 0 | 11 | 6 |
| COc1ccccc1Oc1ccc2c(c1)C(=O)N(CC(=O)O)C2=O | 1 | -2 | 0 | -4 | -5 | 0 | -1 | 13 | -4 |
| O=C(CCCN1C(=O)/C(=C\c2cccs2)SC1=S)Nc1cccc(C(=O)O)c1 | 18 | -3 | 4 | 8 | -3 | 9 | -2 | 3 | 8 |
| CCOC(=O)C1(CC2CCCCO2)CCN(S(=O)(=O)c2c(C)nn(C)c2C)CC1 (centres undefined) | 0 | -2 | -3 | -1 | -1 | 3 | 4 | 2 | 4 |
| N#C/C(=C\c1c(Cl)cccc1Cl)c1nc2ccccc2[nH]1 | -7 | -7 | -8 | -9 | -17 | 1 | 0 | 0 | -2 |
| Cc1[nH]c2ccccc2c1C(=O)CSc1nccc(=O)[nH]1 | -10 | -4 | 2 | 9 | -6 | 3 | 9 | 14 | -2 |
| CC(=O)NCCNc1ccc([N+](=O)[O-])cn1 | 0 | 11 | 2 | 5 | 7 | 6 | -2 | 4 | 1 |
| COc1ccc(NC(=O)CC(=O)Nc2ccc(OC)cc2)cc1 | 5 | 1 | 2 | 1 | 1 | -2 | -2 | -5 | 0 |
| CCOC(=O)c1c(-c2ccccc2)csc1NC(=O)c1ccc(S(=O)(=O)N2CCOCC2)cc1 | 4 | -2 | 0 | 1 | 2 | -2 | -1 | 4 | 5 |
| COc1ccc2c(c1)n([O-])c1c([n+]2=O)CCC1 | 28 | -5 | -1 | 7 | -3 | nt | nt | nt | 14 |
| OCc1ccccc1N=Cc1cccnc1 | 3 | 2 | -1 | -1 | -3 | -4 | 1 | 8 | 3 |
| CCc1c(C)nc2ncnn2c1N1CCCC(C(=O)Nc2cc(F)ccc2C)C1 (centres undefined) | -10 | -6 | 4 | 0 | 3 | 4 | 1 | -3 | 1 |
| O=C(CN1c2ccccc2Sc2ccccc21)N/N=C/c1ccc([N+](=O)[O-])cc1 | -7 | 3 | -10 | 5 | 10 | 0 | 1 | 10 | 14 |
| CN(c1ccccc1)S(=O)(=O)c1cccc(C(=O)NCC(=O)Nc2ccc(F)c(F)c2F)c1 | nt | 0 | nt | nt | nt | -7 | 9 | 2 | 3 |
| COc1ccc(OC[C@@H](O)CNC(=O)c2cccc3c2C(=O)c2ccc(Cl)cc2S3(=O)=O)cc1 | nt | -4 | 2 | nt | 6 | 6 | 3 | 3 | 2 |
| CCOC(=O)Nc1cc(C(=O)OCC)c(C)nc1C | 2 | -4 | -3 | 0 | 2 | 3 | -2 | -2 | -3 |
| COc1ccc(CN2CCN(Cc3ccon3)CC2CCO)c(C)c1C (centres undefined) | -1 | -1 | 4 | 2 | -2 | 0 | 2 | 3 | 4 |
| CCOC(=O)c1c(-c2ccccc2)csc1N1C(=O)Nc2ccccc2N1O | -3 | -3 | -4 | 0 | -4 | -2 | 6 | 5 | -2 |
| O=C1NCC(=O)N2C(c3ccccc3)c3[nH]c4ccccc4c3C[C@@H]12 (some centres undefined) | -4 | -1 | 1 | -2 | -4 | 7 | 6 | 2 | -1 |
| Cc1ccc(S(=O)(=O)N2CCOCC2)cc1C(=O)Nc1ccc(S(=O)(=O)Nc2nccs2)cc1 | 11 | 0 | 0 | 0 | 0 | -8 | 1 | 8 | 3 |
| O=C(N/N=C/C=C/c1ccccc1)c1cc(C2CC2)[nH]n1 | -1 | -1 | -4 | 1 | -2 | 7 | 6 | 5 | 3 |
| CCOc1ccccc1NC(=O)C1CCCN(S(C)(=O)=O)C1 (centres undefined) | 4 | 4 | 1 | 9 | -1 | -4 | -5 | 15 | 4 |
| O=C(CC(Nc1ccccc1)c1ccc(F)cc1)c1ccccc1 (centres undefined) | 1 | -5 | -6 | 1 | 2 | -2 | 2 | 0 | 7 |
| CCOC(=O)c1c(NC=O)sc2c1CCC2 | -18 | 3 | 1 | 0 | 4 | 5 | 3 | 13 | 2 |
| Cc1ccc(-n2nc(C(=O)NCc3ccco3)c3c4ccccc4n(C)c3c2=O)cc1 | -8 | -3 | -4 | -2 | -5 | -6 | -1 | 3 | 0 |
| COC(=O)c1cc2c(C)[nH]c(C)c2cc(C(=O)OC)c1=O | 4 | -6 | 2 | 3 | -6 | 0 | 5 | 3 | 4 |
| CC(C(=O)OCC(=O)c1ccccc1)N1C(=O)c2ccccc2C1=O (centres undefined) | -6 | -3 | 0 | 0 | -4 | 7 | -2 | -2 | 7 |
| CCOc1ccc(C2C3=C(Nc4nc(N)[nH]c(=O)c42)c2ccccc2C3=O)cc1 (centres undefined) | 6 | 1 | -2 | 7 | 4 | 27 | 4 | 14 | 15 |
| O=C(c1ccco1)N1CCN(S(=O)(=O)c2ccc(Cl)cc2)CC1 | 8 | -2 | -1 | 0 | 0 | 4 | 11 | -2 | -1 |
| COC(=O)c1cc(OC)c(OC)cc1NC(=S)NC(=O)c1ccco1 | 1 | 0 | 6 | -6 | 7 | 13 | 3 | 3 | 10 |
| O=C(Nc1ccc(OC(F)(F)F)cc1)c1ccc2c(c1)no[n+]2[O-] | 5 | 3 | -1 | 17 | 32* | 16 | 24 | 51* | 25* |
| CCC12CN3CCN(CC(C3)/C1=N\NC(=O)c1ccc(Cl)cc1)C2 | 3 | 0 | -3 | -1 | -1 | 7 | 1 | 8 | 0 |
| O=C(O)c1ccc(NC(=O)c2cccc(C(=O)Nc3ccc(C(=O)O)cc3)n2)cc1 | -31 | 5 | 1 | 21* | 22 | 20 | 31* | 40* | 8 |
| CN(CC(=O)Nc1cc(Cl)ccc1C#N)C1CCS(=O)(=O)C1 (centres undefined) | nt | 1 | 2 | nt | 4 | 3 | 5 | 6 | 0 |
| Cc1ccc(NC(=O)COc2ccc(N(C)C(=O)C(C)(C)C)cc2)cc1S(=O)(=O)N1CCCCC1 | nt | -2 | nt | nt | nt | 1 | 0 | 8 | 0 |
| CC(C)N1CCN(Cc2ccc(Oc3ncccn3)cc2)CC1CCO (centres undefined) | -1 | -1 | 0 | 1 | 2 | 2 | 3 | 1 | 0 |
| COc1cc2cnc(-c3ccccc3)c(-c3ccc(C(F)(F)F)cc3)c2cc1OC | nt | -5 | -4 | nt | -2 | -5 | -2 | -2 | 2 |
| COc1ccc(C(=O)NNC(=O)Cc2nc3ccccc3n2C)cc1 | nt | 4 | nt | nt | nt | -4 | 3 | 12 | 4 |
| CCOc1ccc(S(=O)(=O)Nc2ccc(C(=O)NCC(c3ccco3)N3CCCCC3)cc2)cc1 (centres undefined) | 6 | -8 | 1 | -4 | -5 | -7 | 2 | -2 | 3 |
| CCCCn1c(-c2ccccc2C)nc2cc3[nH]c(=O)c(C(C)C)nc3cc21 | 10 | -3 | -1 | -4 | 7 | 6 | 0 | 7 | 24 |
| CCOC(=O)c1c(C)nc2c(c1-c1ccc(OC)c(OC)c1)C(=O)c1ccccc1-2 | 2 | -5 | -1 | 5 | 0 | -1 | -5 | 10 | -6 |
| CC(C)(C)[C@H]1COC(=O)CC/C=C\C[C@H](CC(=O)N(CCO)Cc2ccccc2)C(=O)N1 | nt | 1 | nt | nt | nt | -2 | 1 | 9 | -2 |
| CS(=O)(=O)c1ccc(C(=O)OCC(=O)NC(=O)C2CCCCC2)cc1[N+](=O)[O-] | 13 | -4 | -13 | -1 | -32 | -2 | -8 | -3 | 4 |
| N#Cc1cccc(C(=O)Nc2ccc(S(=O)(=O)Nc3nccs3)cc2)c1 | nt | -8 | nt | nt | nt | -3 | 10 | 5 | 3 |
| COc1cc(NC(=O)c2nccn2C)cc(C(=O)Nc2cccc(C(F)(F)F)c2)c1 | -2 | -6 | -6 | -10 | -6 | -4 | 1 | 1 | -4 |
| C=CCN1C(=O)C(Cc2cccc(C)c2)SC1=Nc1ccc(C(=O)O)cc1 (centres undefined) | 1 | -7 | 2 | 2 | 1 | -3 | 12 | -3 | 10 |
| Cc1ncc(CO)c(/C=N/NC(=S)Nc2ccc(C(C)C)cc2)c1O | 8 | -3 | -7 | 4 | -1 | 8 | 1 | 13 | 13 |
| CCOC(=O)C1CCCN(c2nc3c(C)cccn3c(=O)c2/C=C(\C#N)C(=O)NCc2ccco2)C1 (centres undefined) | 7 | 4 | -2 | 3 | 5 | 3 | 4 | 8 | 0 |
| O=c1[nH]c2cc3c(cc2cc1C(c1nnnn1C1CCCC1)N1CCSCC1)OCCO3 (centres undefined) | -4 | 0 | 3 | 1 | -3 | -1 | 0 | 4 | -6 |
| Brc1cc2c(cc1Cn1c(-c3cncs3)nc3ccccc31)OCO2 | -6 | -3 | -2 | 2 | -2 | -12 | -2 | 9 | 4 |
| COc1ccccc1-n1cnc2cc(C(=O)N3CCOCC3)ccc21 | -6 | 1 | 0 | 1 | 0 | 0 | -2 | 0 | 5 |
| CCOc1ccc(S(=O)(=O)N2CCOCC2)cc1NC(=O)c1ccc(N2CCCC2=O)cc1 | 6 | -3 | -10 | 3 | -2 | -1 | 1 | 6 | 2 |
| Cc1cccc(C)c1OCC(=O)N(Cc1ccc(N(C)C)cc1)C1CCS(=O)(=O)C1 (centres undefined) | 7 | 1 | 2 | 1 | 5 | 0 | 2 | -7 | -2 |
